D1 antagonist – antagonists of human D1 dopamine receptor. P21728. HEK293 TREx D1 cells, calcium flux, dopamine EC80; active compounds read low. 360,000 tested, 3.2% active. activity change, negative = inhibition, % at 10 µM; in the data active means activity change below about -30%; further: on the % scale 0 is the no-effect control and ±100 the full control effect
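Using tetracycline-induced force-coupled D1 Hek293 cells and a calcium dye, signals were followed for 180 s after compound, then for 180 s after EC80 dopamine, to detect inhibitors.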
D1 ag – activates the human D1 dopamine receptor; P21728; HEK293 T-REx D1 cells, calcium flux, agonist mode; activation, % at 2 µM; 360,000 tested, 1% active; AID 504660; in the data active means activation above about 30%; further: 0% is about no effect
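Inducible HEK293 T-REx D1 cells, force-coupled to calcium signalling, were plated at 4000 cells/well with tetracycline and held overnight at 30 C. After no-wash calcium dye loading, compound-evoked calcium rise over 180 s flagged agonists.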
TRHR PAM – TRH receptor (human) allosteric enhancement | P34981 | enhancement, % at 2 µM | TRHR cells, fluo-8 calcium fluorescence, EC20 TRH enhancement | 360,000 tested, 0.66% active | AID 493056; in the data active means enhancement above about 30%; further: 0% is about no effect
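TRHR-expressing cells loaded with fluo-8 calcium dye were read kinetically (ex 480/em 530) during compound addition, then stimulated with an EC20 of TRH (10 nM final). Enhancement of the Gq-mediated intracellular calcium response was scored.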
D2 PAM – positive allosteric modulators of human D2 dopamine receptor. HEK293 T-REx D2, calcium flux, EC20 dopamine potentiation. potentiation, % at 10 µM. 340,000 tested, 0.34% active. AID 485347;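 active means potentiation over 3 SD above the plate norm, cut at about 30% in these data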; further: 0% is about no effect
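Potentiation of an EC20 dopamine calcium response measured kinetically over 180 s, after a preceding 180 s compound-only read flagging agonists. Cells: inducible Hek293 Trex D2 line, 4000/well, cultured overnight at 30 C before dye loading.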
D1 PAM – enhances dopamine response at the human D1 receptor; AID 504651; potentiation, % at 10 µM; 360,000 tested, 0.036% active; HEK293 TREx D1 cells, calcium flux, dopamine EC20 potentiation; in the data active means potentiation above about 30%; further: 0% is about no effect
RXFP1 antag – RXFP1 (human) relaxin receptor antagonism. AID 1259400. activity change, negative = inhibition, % at 57.5 µM. HEK293-RXFP1, relaxin-stimulated cAMP HTRF, 30 min; active compounds read low. Q9HBX9. 350,000 tested, 0.59% active;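 active means activity change of -60% or lower, but not beyond a set lower limit; inconclusive means change between -60% and -40%, or beyond the set limit; inactive means change above -40%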; further: on the % scale 0 is the no-effect control and ±100 the full control effect
Target sequence (Q9HBX9 whole entry, looked up): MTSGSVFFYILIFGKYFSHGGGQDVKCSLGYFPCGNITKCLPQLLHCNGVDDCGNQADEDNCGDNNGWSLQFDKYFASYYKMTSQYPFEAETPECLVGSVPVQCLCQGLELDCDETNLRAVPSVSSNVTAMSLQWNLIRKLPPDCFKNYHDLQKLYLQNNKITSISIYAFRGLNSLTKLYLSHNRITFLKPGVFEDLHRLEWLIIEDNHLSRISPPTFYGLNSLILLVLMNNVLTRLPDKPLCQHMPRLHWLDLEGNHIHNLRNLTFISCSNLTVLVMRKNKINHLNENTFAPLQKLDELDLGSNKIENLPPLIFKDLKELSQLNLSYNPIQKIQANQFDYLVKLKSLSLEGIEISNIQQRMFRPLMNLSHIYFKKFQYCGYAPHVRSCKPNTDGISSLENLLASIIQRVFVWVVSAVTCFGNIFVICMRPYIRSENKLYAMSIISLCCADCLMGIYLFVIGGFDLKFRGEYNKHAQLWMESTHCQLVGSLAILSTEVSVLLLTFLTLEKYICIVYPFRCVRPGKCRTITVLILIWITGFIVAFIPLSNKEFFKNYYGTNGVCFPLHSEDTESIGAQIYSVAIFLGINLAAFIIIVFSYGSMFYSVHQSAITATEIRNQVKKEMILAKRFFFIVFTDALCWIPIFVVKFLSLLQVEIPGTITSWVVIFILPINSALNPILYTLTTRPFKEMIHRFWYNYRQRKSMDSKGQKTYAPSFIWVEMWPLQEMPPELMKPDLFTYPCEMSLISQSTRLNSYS
D2 agonist – activates the human D2 dopamine receptor | HEK293 T-REx D2 cells, calcium flux agonist mode | P14416 | AID 485358 | activation, % at 2 µM | 340,000 tested, 0.53% active;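 active means activation over 3 SD above normal in the single-dose calcium agonist read, cut at about 30% in these data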; further: 0% is about no effect
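In this primary screen, compounds producing a positive calcium signal within 180 s of addition to tetracycline-induced, force-coupled HEK293 Trex D2 cells are flagged; cells are dye-loaded with a no-wash calcium kit beforehand.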
RXFP1 agonist – agonists of human relaxin receptor RXFP1; Q9HBX9; HEK293T-RXFP1 cAMP TR-FRET, 30 min; response scale: percent of porcine relaxin response, buffer zero; Potency, µM (series often up to 57.5 µM), inactives show at the top dose activation, hits mostly activators; 370,000 tested, 0.3% active; active means well fitted activation curve with a large enough effect; inconclusive means small, poorly fitted or top-dose-only effect; further: potency means the concentration at half of the fitted maximal effect; on the % scale 0 is the no-effect control and ±100 the full control effect; nearly all actives have a fitted effect of over 60% in size; many of its hits are not listed in these tables
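HEK293 cells stably expressing RXFP1, treated 30 min at 37C with compounds plus PDE4 inhibitor Ro 20174; cAMP measured by HTRF TR-FRET. Normalized to buffer and 29 nM porcine relaxin; EC50 by Hill fit.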
D2 antag – D2 dopamine receptor (human) antagonism | P14416 | HEK293 TREx D2 cells, calcium flux, dopamine EC80 | 340,000 tested, 2% active | inhibition, % at 10 µM; in the data active means inhibition above about 30%; further: 0% is about no effect
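HEK293 T-REx D2 cells, tet-induced, calcium dye no-wash. Cpd pintool add, 180 s kinetic, then EC80 DA, 180 s kinetic. Ca flux read.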
Active calls of the source: *; ? = inconclusive; / = not tested or not shown.

SMILES	D1 antagonist	D1 ag	TRHR PAM	D2 PAM	D1 PAM	RXFP1 antag	D2 agonist	RXFP1 agonist	D2 antag
CCOc1ccccc1N1CCN(C(=O)c2ccccc2SCC(=O)N2CCCC2)CC1	-10.8	7.6	11.6	-1.1	-2.2	-22.3	-1.0	-1.8%	18.7
CC(C)c1ccc2c(c1)C1Cc3ccccc3C1N2 (stereo not given)	3.3	1.6	-2.2	-2.3	-5.9	-12.5	-0.8	4.0%	0.6
COc1cc(-c2[nH]ncc2CN2CCN(c3cccc(C)n3)CC2)cc(OC)c1OC	5.5	2.0	-2.8	-3.0	-9.5	-4.5	0.3	0.6%	-11.2
CCOC(=O)Nc1nnc(-c2ccc(OC)cc2)s1	4.4	10.2	-7.3	-5.3	-6.2	0.0	2.5	3.8%	-8.3
Cn1nccc1C(=O)Nc1ccc2c(c1)OCO2	3.5	2.2	11.0	-5.6	-3.4	5.9	0.3	0.1%	-6.0
C1CC(CN2CCOCC2)CN(c2nc3nonc3nc2N2CCSCC2)C1 (stereo not given)	-14.3	1.1	2.0	10.4	-0.7	5.7	1.5	1.0%	14.7
CC(=O)N1CCN(S(=O)(=O)c2cccc(C(=O)NNC(=O)COc3ccc(Cl)cc3C)c2)CC1	6.8	1.3	-4.7	-9.4	4.8	10.4	0.3	0.1%	5.2
COc1cccc(/C=C/c2onc(C)c2S(=O)(=O)N2CCC(C(=O)NC3CCCCCC3)CC2)c1	-9.4	5.5	-0.3	-0.6	-1.6	7.2	0.4	-2.2%	-15.9
O=C(CC1SC(=O)N(c2ccccc2)C1=O)Nc1ccccc1 (stereo not given)	-5.7	2.9	-4.9	-2.4	-1.9	11.2	1.0	1.0%	12.3
COc1ccccc1/C=N/OC(=O)c1ccc(C)cc1	-7.4	5.7	-5.2	-11.5	2.0	-16.9	1.2	-0.2%	-16.4
CCC1CCCCN1C(=O)CSc1nc2ccsc2c(=O)n1Cc1ccccc1 (stereo not given)	-16.3	0.2	-3.3	2.0	-7.5	1.9	-1.5	2.8%	-22.0
O=C1CC(c2ccccc2)CC(=O)N1c1ccccc1	-12.4	3.8	-3.5	/	0.5	1.1	/	0.0%	/
c1ccc(-n2c(SCc3ccncc3)nnc2-c2ccco2)cc1	-1.8	8.6	-0.4	1.9	-7.2	-9.6	-0.8	3.9%	5.4
Cc1ccc(-c2nnc(N3CCN(c4ccccn4)CC3)c3ccccc23)cc1	-14.9	0.4	2.5	0.3	-7.8	?	-0.2	-0.2%	6.7
CCOc1ccc(CCNC(=O)CCOc2cc(C)ccc2C)cc1OCC	-19.2	3.4	-5.6	-3.2	-2.4	3.8	-2.1	-3.0%	18.1
CCn1nc(-c2ccccc2)c(-c2ccccc2)c(C(=O)OCCOC)c1=O	-17.5	3.8	7.8	23.0	5.0	-28.6	0.3	-0.5%	/
CCOC(=O)c1cnc2ccc(Cl)cc2c1NCCN(C)C	-6.1	0.4	16.8	9.7	-1.4	-2.3	1.1	-1.1%	-14.2
CC(=O)Nc1ccc(S(=O)(=O)N(CCCN2CCOCC2)Cc2cccs2)cc1	4.4	2.9	1.1	-13.0	-6.1	-2.1	0.5	-2.3%	-2.5
O=C(O)c1cc2c(ccc3ccccc32)o1	34.9	4.9	0.3	3.6	-1.7	-2.2	-0.5	-0.9%	-22.8
COc1cccc(/C=N/NC(=S)NCCc2ccccc2)c1OC	-7.4	0.1	1.3	-4.4	-6.9	3.3	-0.4	0.0%	-9.1

13 structures already listed, arranged by heavy-atom count, highest first:
SMILES	D1 antagonist	D1 ag	TRHR PAM	D2 PAM	D1 PAM	RXFP1 antag	D2 agonist	RXFP1 agonist	D2 antag
COc1cccc(/C=C/c2onc(C)c2S(=O)(=O)N2CCC(C(=O)NC3CCCCCC3)CC2)c1	-9.4	5.5	-0.3	-0.6	-1.6	7.2	0.4	-2.2%	-15.9
CC(=O)N1CCN(S(=O)(=O)c2cccc(C(=O)NNC(=O)COc3ccc(Cl)cc3C)c2)CC1	6.8	1.3	-4.7	-9.4	4.8	10.4	0.3	0.1%	5.2
CCOc1ccccc1N1CCN(C(=O)c2ccccc2SCC(=O)N2CCCC2)CC1	-10.8	7.6	11.6	-1.1	-2.2	-22.3	-1.0	-1.8%	18.7
COc1cc(-c2[nH]ncc2CN2CCN(c3cccc(C)n3)CC2)cc(OC)c1OC	5.5	2.0	-2.8	-3.0	-9.5	-4.5	0.3	0.6%	-11.2
Cc1ccc(-c2nnc(N3CCN(c4ccccn4)CC3)c3ccccc23)cc1	-14.9	0.4	2.5	0.3	-7.8	?	-0.2	-0.2%	6.7
CCOc1ccc(CCNC(=O)CCOc2cc(C)ccc2C)cc1OCC	-19.2	3.4	-5.6	-3.2	-2.4	3.8	-2.1	-3.0%	18.1
c1ccc(-n2c(SCc3ccncc3)nnc2-c2ccco2)cc1	-1.8	8.6	-0.4	1.9	-7.2	-9.6	-0.8	3.9%	5.4
O=C(CC1SC(=O)N(c2ccccc2)C1=O)Nc1ccccc1 (stereo not given)	-5.7	2.9	-4.9	-2.4	-1.9	11.2	1.0	1.0%	12.3
CCOC(=O)c1cnc2ccc(Cl)cc2c1NCCN(C)C	-6.1	0.4	16.8	9.7	-1.4	-2.3	1.1	-1.1%	-14.2
COc1ccccc1/C=N/OC(=O)c1ccc(C)cc1	-7.4	5.7	-5.2	-11.5	2.0	-16.9	1.2	-0.2%	-16.4
CC(C)c1ccc2c(c1)C1Cc3ccccc3C1N2 (stereo not given)	3.3	1.6	-2.2	-2.3	-5.9	-12.5	-0.8	4.0%	0.6
Cn1nccc1C(=O)Nc1ccc2c(c1)OCO2	3.5	2.2	11.0	-5.6	-3.4	5.9	0.3	0.1%	-6.0
O=C(O)c1cc2c(ccc3ccccc32)o1	34.9	4.9	0.3	3.6	-1.7	-2.2	-0.5	-0.9%	-22.8

(list continues)
SMILES	D1 antagonist	D1 ag	TRHR PAM	D2 PAM	D1 PAM	RXFP1 antag	D2 agonist	RXFP1 agonist	D2 antag
COc1cccc(C(=O)Nc2cc(NC(=O)c3cccs3)ccc2C)c1	-8.2	1.6	23.9	-3.9	0.9	-6.3	1.0	4.2%	4.6
Cc1ccccc1C(=O)OCc1cnc(Cl)s1	-16.1	-1.9	-0.8	1.3	-4.3	6.8	-0.6	-0.2%	-3.9
Cc1ccc(C)c(S(=O)(=O)N2CCCOC2CNC(=O)C(=O)NCCc2ccco2)c1 (stereo not given)	1.0	2.4	1.6	/	1.0	-11.2	/	-2.3%	/
N#Cc1cccnc1N1CCN(C(=O)c2cccs2)CC1	5.4	3.0	1.4	2.4	-10.9	-0.7	-0.4	2.8%	1.2

Fetched by compound from above, 2 records:
SMILES	D1 antagonist	D1 ag	TRHR PAM	D2 PAM	D1 PAM	RXFP1 antag	D2 agonist	RXFP1 agonist	D2 antag
Cc1ccccc1C(=O)OCc1cnc(Cl)s1	-16.1	-1.9	-0.8	1.3	-4.3	6.8	-0.6	-0.2%	-3.9
COc1cccc(C(=O)Nc2cc(NC(=O)c3cccs3)ccc2C)c1	-8.2	1.6	23.9	-3.9	0.9	-6.3	1.0	4.2%	4.6

Source: PubChem (National Center for Advancing Translational Sciences (NCATS))

Not all compounds are listed; count on the stated rates, not on these rows.
